Screens: PubChem, Broad Institute
esBAF inh – inhibitors of esBAF chromatin remodeling in mouse ES cells; Bmi1-luciferase knock-in reporter, 24 h; 100% = twice the neutral-well signal; reporter increase, % at 12.5 µM; hit rate 2% among 350,000; AID 602393; in the data active means activation above about 40%;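 further: 0% = median of the plate's neutral control wells and 100% = double that signal; a rise in the Bmi1 reporter signal indicates esBAF inhibition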
SIRT5 block – inhibitors of human sirtuin-5 desuccinylase; Q9NXA8; Purified SirT5, succinyl-peptide AMC, trypsin-coupled fluorescence; inhibition, % at 15 µM; hit rate 1.1% among 330,000; AID 652115; in the data active means inhibition above about 15%
Target sequence (Q9NXA8 whole entry, looked up): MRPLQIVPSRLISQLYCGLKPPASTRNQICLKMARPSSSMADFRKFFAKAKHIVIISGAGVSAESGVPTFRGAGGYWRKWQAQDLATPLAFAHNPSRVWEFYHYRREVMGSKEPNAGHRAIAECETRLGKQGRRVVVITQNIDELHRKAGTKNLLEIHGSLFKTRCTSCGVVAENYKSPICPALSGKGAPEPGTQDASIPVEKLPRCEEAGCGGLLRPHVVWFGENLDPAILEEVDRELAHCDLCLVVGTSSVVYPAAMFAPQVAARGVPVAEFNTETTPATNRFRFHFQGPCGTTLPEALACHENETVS
FN deposition inh – fibronectin deposition inhibition; AH1F fibroblasts, Alexa488-fibronectin deposition fluorescence, overnight; inhibition, % at 12.6 µM; hit rate 0.086% among 350,000; AID 743247;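 active means mean inhibition across replicates of 30% or more, regardless of how many single replicates reach that level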;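 further: positive control wells lacked labelled fibronectin entirely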
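Material: AH1F fibroblast monolayer depositing Alexa488-labelled fibronectin into matrix | Input: 10000 AH1F cells/well | Medium: DMEM plus 2% serum, read in PBS | Reagent: Alexa488-fibronectin, 24 nM final in well | Compound dosing: One dose per compound, pinned | Schedule: 1 h adhesion, overnight exposure | Measured by: Fluorescence at 485 nm excitation, 525 nm emission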
LGR2 inh – blocks bursicon-induced cAMP signaling via Drosophila LGR2; HEK293 LGR2, CRE-luciferase, bursicon-stimulated, 4 h; inhibition, % at 9.99 µM; AID 720647; hit rate 0.35% among 380,000;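 active means drop in luminescence signal, shown as inhibition above about 50% in the replicate tests, limit read from the data, passing the limit was not always enough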;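 further: agonist challenge used bursicon conditioned medium at about half maximal strength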
S100A4 inh HTS – S100A4-myosin IIA interaction inhibition; AID 652163; hit rate 0.14% among 360,000; P26447; S100A4/TAMRA-MyoIIA peptide fluorescence polarization; inhibition, % at 10.7 µM;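 active means mean inhibition of at least 70% across replicates, with every replicate also reaching that level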
Target sequence (P26447 whole entry, looked up): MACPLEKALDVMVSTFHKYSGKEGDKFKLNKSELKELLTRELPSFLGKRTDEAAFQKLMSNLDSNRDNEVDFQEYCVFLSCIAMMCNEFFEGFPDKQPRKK
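Test system – S100A4 monomer (human) · Compound – single-point compound testing · Schedule – 5 min incubation before reading · Probe or stimulus – TAMRA-labelled myosin IIA heavy-chain peptide probe, 5 nM · Benchmarks – neutral control DMSO, positive control TFP · Medium – Calcium-containing HEPES buffer, pH 7.2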
C2C12 statin – suppression of simvastatin myotoxicity. C2C12 myotubes + simvastatin, ATP luminescence, 48 h; scaled: DMSO 0, geranylgeraniol control 100. rescue of ATP level, % at 7.49 µM. hit rate 0.78% among 330,000;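 active means mean ATP rescue above about 67%, or every replicate alone reaching that limit, limit read from the data, passing the limit was not always enough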;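 further: myotubes were challenged with 10 µM simvastatin during compound exposure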
CASP6 VEID inh – inhibitors of human caspase-6. P55212. purified caspase-6, Z-VEID-R110 cleavage fluorescence. inhibition, % at 12.5 µM. hit rate 0.53% among 350,000. AID 686996;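 active means mean inhibition across replicates at least about 35%, with every replicate also reaching that limit, limit read from the data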;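 further: 0% = median of neutral control wells and 100% = no fluorescence left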
Target sequence (P55212 24-179 limits assumed): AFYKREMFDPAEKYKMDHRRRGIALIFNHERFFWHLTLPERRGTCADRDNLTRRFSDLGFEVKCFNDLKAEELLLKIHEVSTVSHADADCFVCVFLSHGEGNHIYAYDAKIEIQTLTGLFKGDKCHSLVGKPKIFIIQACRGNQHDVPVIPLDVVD
Target sequence (P55212 194-293 limits assumed): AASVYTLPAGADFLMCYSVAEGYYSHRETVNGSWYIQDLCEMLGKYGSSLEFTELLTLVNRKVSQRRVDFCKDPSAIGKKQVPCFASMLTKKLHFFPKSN
Numbers without * were called inactive; / = not tested or not shown. Not all compounds are listed, so the mix of outcomes need not match the whole.

SMILES	esBAF inh	SIRT5 block	FN deposition inh	LGR2 inh	S100A4 inh HTS	C2C12 statin	CASP6 VEID inh
CCC(=O)c1ccc(OCC(O)CN(CCc2ccccc2)Cc2ccccc2)cc1 (configuration not stated)	-1.1	/	/	3.9	/	-4.7	/
COc1ccc2c3c(n(C)c2c1)[C@@H](CO)N(C)CC31CN(C(=O)C2CCC2)C1	/	-2.0	0.4	-3.5	-23.6	/	/
c1coc(-c2ccnc3nc(-n4cccc4)nn23)c1	/	-2.6	3.8	26.8	-4.8	/	6.2
COc1ccc2c3c(n(C)c2c1)[C@H](CO)N(C(=O)Nc1ccc(F)cc1)CC31CN(C(=O)c2cccnc2)C1	/	4.9	1.1	22.4	14.5	/	1.2
COc1ccc(S(=O)(=O)Nc2ccc3c(c2)CC(=O)N([C@@H](C)CO)C[C@@H](C)[C@H](CN(C)Cc2ccc(Oc4ccccc4)cc2)O3)cc1	2.5	1.5	/	3.4	7.0	97.5*	/
CC(C)=CCc1c(O)ccc(C2COc3c(CC=C(C)C)c(O)cc(O)c3C2=O)c1O (configuration not stated)	16.1	/	/	/	4.1	12.5	1.3
O=C(Oc1cccc2c(O)cccc12)c1ccccc1Cl	5.4	0.7	-2.9	-18.4	0.6	1.9	-0.6
CC(NC(=O)Nc1ccc(F)cc1)c1ccc2c(c1)OCO2 (configuration not stated)	/	-0.4	-0.9	-2.9	4.5	/	-0.3
Cc1ncsc1CCOC(=O)c1ccc([N+](=O)[O-])cc1	/	0.7	4.6	-16.4	-6.0	/	4.2
C[C@H](CO)N1C[C@H](C)[C@H](CN(C)S(=O)(=O)c2ccc(Cl)cc2)Oc2c(NC(=O)Nc3ccccc3)cccc2C1=O	-4.9	0.0	/	/	7.3	-12.0	2.2
C=C1CC2(OC1=O)c1ccccc1CCc1ccccc12	/	-2.1	19.8	75.9*	2.5	/	-2.3
C[C@H]1CN([C@@H](C)CO)C(=O)c2cccc(NS(=O)(=O)c3ccccc3)c2O[C@@H]1CN(C)C(=O)Nc1ccc2c(c1)OCO2	56.5*	-10.5	/	-4.5	-10.1	-8.6	-1.1
Cc1ccccc1C(=O)c1cccn1CC(=O)O	-7.6	/	/	-5.8	/	-2.3	/
CC12CCC(C(=O)N(NC(=O)c3ccccc3O)C1=O)C2(C)C (configuration not stated)	/	/	7.7	-10.4	1.3	/	3.6
COc1cccc(-c2c(-c3cc(OC)cc(OC)c3)n(C)c3ccc(-c4ccc5cc[nH]c5c4)cc23)c1	-1.2	/	-0.4	7.2	1.2	-19.6	-2.7
C=CCOc1ccc(Cl)cc1C(=O)O	-0.9	/	/	0.5	/	10.9	/
O=C(CCS(=O)(=O)c1ccc(Cl)cc1)N1CCN(c2ccccc2F)CC1	6.4	/	3.7	/	/	6.4	/
CCN1CCN(c2nc(-c3cccs3)nc3ccccc23)CC1	/	/	-3.7	-11.1	-5.5	/	-3.4
CC(C)CC#Cc1ccc([C@H]2[C@H](CO)N3C(=O)CN(C(=O)NC4CCCC4)C[C@@H]23)cc1	/	8.9	-6.4	-0.8	29.2	/	4.0
COc1cc2sc3cc(NCC[C@@H]4CCCN4C)ccc3c(=O)c2cc1OC	53.0*	/	-10.3	-64.2	5.1	17.8	-55.9
Cc1noc(C(=O)Nc2cccnc2Cl)c1Cl	3.4	1.7	1.6	16.1	1.2	-7.4	1.9
COc1ccc(OC)c(NC(=O)CCCNC(=O)c2ccc(Cl)cc2)c1	-4.4	-1.5	-7.2	9.9	-3.5	3.3	2.0
CC(=O)NC(CC(=O)NC1CCCCC1)c1ccccc1 (configuration not stated)	3.9	-2.6	-0.1	/	-10.0	8.7	1.1
CSc1ccccc1NC(=S)Nc1cccc(C(F)(F)F)c1	5.7	/	-2.3	/	/	8.0	/
CC(=O)CSc1nnc(C(F)(F)F)n1C	/	-2.3	0.7	1.2	-4.2	/	2.1
CC(=O)c1ccc(N2C(=NC(=O)COc3ccccc3)SC3CS(=O)(=O)CC32)cc1 (configuration not stated)	-6.2	-2.2	6.5	0.3	2.8	5.3	-2.0
CC(C)C(=O)N1CC(=O)Nc2ccc(F)cc2C1c1ccc(F)cc1 (configuration not stated)	3.5	-3.4	4.3	-8.6	0.0	-3.5	-0.3
CCOC(=O)N1CCN(C(=O)/C(=C\c2cccs2)NC(=O)c2cccs2)CC1	/	1.8	-3.5	-4.9	6.2	/	-0.3
Cc1cc(F)ccc1S(=O)(=O)Nc1ccc(O)c(Sc2ncn[nH]2)c1	-2.8	-6.9	5.5	22.9	35.3	35.4	19.2
CC(C)C[C@@H](COCc1ccc(Cl)cc1)N1CCN(C(=O)c2ccc(Cl)cc2Cl)CCC1=O	/	-1.1	4.5	17.9	-12.8	/	0.1
CCN1CCN(C(=O)c2cc(COc3ccc4ncccc4c3)on2)CC1	-10.0	-3.4	-3.7	-14.7	2.8	-3.8	-5.4
CC(=O)Cn1c(CN2CC(C)CC(C)C2)nc2c1c(=O)n(C)c(=O)n2C (configuration not stated)	-3.7	/	-2.7	/	/	0.6	/
COc1cccc(NC(=O)N2CC(=O)N3[C@H](CO)[C@@H](c4ccc(C5=CCCCC5)cc4)[C@H]3C2)c1	/	-0.3	-2.7	3.6	/	/	/
COc1ccccc1C(=O)Nc1ccc2c(c1)C(=O)N(C)C[C@H](OC)[C@H](C)CN(CC1CC1)[C@H](C)CO2	6.6	-2.0	8.3	11.6	6.0	9.9	-1.7
NC(=O)c1nsc(C(=O)N(c2cccc(F)c2)C(C(=O)NC2CCCC2)c2ccco2)c1N (configuration not stated)	1.0	-8.3	2.8	14.6	-15.0	-11.9	-1.8
O=C1CCCc2oc3c(c21)CCCC3	/	-5.3	-6.7	-29.8	0.4	/	0.0

The final five compounds of the section before come first, to join the parts:
SMILES	esBAF inh	SIRT5 block	FN deposition inh	LGR2 inh	S100A4 inh HTS	C2C12 statin	CASP6 VEID inh
CC(=O)Cn1c(CN2CC(C)CC(C)C2)nc2c1c(=O)n(C)c(=O)n2C (configuration not stated)	-3.7	/	-2.7	/	/	0.6	/
COc1cccc(NC(=O)N2CC(=O)N3[C@H](CO)[C@@H](c4ccc(C5=CCCCC5)cc4)[C@H]3C2)c1	/	-0.3	-2.7	3.6	/	/	/
COc1ccccc1C(=O)Nc1ccc2c(c1)C(=O)N(C)C[C@H](OC)[C@H](C)CN(CC1CC1)[C@H](C)CO2	6.6	-2.0	8.3	11.6	6.0	9.9	-1.7
NC(=O)c1nsc(C(=O)N(c2cccc(F)c2)C(C(=O)NC2CCCC2)c2ccco2)c1N (configuration not stated)	1.0	-8.3	2.8	14.6	-15.0	-11.9	-1.8
O=C1CCCc2oc3c(c21)CCCC3	/	-5.3	-6.7	-29.8	0.4	/	0.0
CC(=O)Nc1cccc(NC(=O)CSc2ncc(C(=O)Nc3ccccc3)c(=O)n2C)c1	7.9	10.1	-31.6	-0.2	-3.9	-20.4	1.1
CN1C(=O)c2cc(NS(=O)(=O)c3ccc(Cl)cc3)ccc2OC[C@H]2O[C@H](CC(=O)N3CCc4ccccc4C3)CC[C@H]21	1.5	2.7	2.2	2.2	-1.4	-4.4	-0.4
CN1C(=O)[C@@]2(C3=C(CCCC3=O)OC3=C2C(=O)CC(C)(C)C3)c2ccccc21	/	/	-1.4	-5.9	8.2	/	1.6
C[C@H](CO)N1C[C@H](C)[C@@H](CN(C)S(=O)(=O)c2ccc(F)cc2)Oc2ccc(NC(=O)c3ccncc3)cc2CC1=O	-4.6	9.9	-10.7	15.3	-14.9	-30.5	-1.7
Cc1ccc(N(CC(=O)NCCSc2ccccn2)S(=O)(=O)c2ccc(F)cc2)cc1	/	-0.6	6.5	/	-1.1	/	1.0
C[C@H](CO)N1C[C@H](C)[C@H](CN(C)Cc2ccncc2)Oc2ccc(NC(=O)Nc3ccc4c(c3)OCO4)cc2C1=O	2.4	0.6	0.8	6.4	16.7	-1.7	-1.4
C[C@@H]1CCCCO[C@H](CN(C)C(=O)Nc2ccccc2)[C@@H](C)CN([C@H](C)CO)C(=O)c2cc(NS(C)(=O)=O)ccc2O1	-2.5	2.7	8.8	/	9.8	/	4.0
COc1ccccc1CNC(=O)[C@H](CCSC)NC(=O)[C@@H]1Cc2ccccc2CN1	3.9	-4.4	/	4.6	-6.5	16.3	-4.9
CCCCNC(=O)CC1SC(=NCC)N(CC)C1=O (configuration not stated)	-8.4	/	4.7	/	/	4.0	/
COc1ccc(CNC(=O)C[C@H]2C[C@H]3c4cc(NC(=O)C5CCC5)ccc4O[C@H]3[C@@H](CO)O2)cc1	-5.1	-3.1	0.2	1.2	3.1	-0.1	-3.9
COc1cc2c(cc1OC)CN(C(=O)CSC1=NCCS1)CC2	0.7	-4.7	-7.4	-22.0	-2.4	2.0	5.4
O=C(O)Cn1nnc(-c2ccc(OCc3ccccc3)cc2)n1	-2.8	-2.0	1.8	0.2	-2.5	0.9	0.9
COc1ccc(C(=O)C2CCCN(C(=O)c3cnsn3)C2)c(C)c1 (configuration not stated)	0.2	4.5	6.5	-3.8	-2.0	-6.9	0.4
O=C(Nc1cccnc1)Nc1cc(Cl)cc(Cl)c1	/	2.7	4.1	-16.3	0.4	/	-0.4
CCN(CC)S(=O)(=O)c1ccc(OC)c(NC(=O)OCc2ccccc2)c1	2.3	-2.8	0.8	17.1	-2.3	-8.6	6.4
O=C(COC(=O)c1ccco1)NCc1ccc2c(c1)OCO2	0.7	-5.0	-0.3	2.8	-6.1	10.9	0.1
CS(=O)(=O)N(C(=O)NC(=O)NC1CCS(=O)(=O)C1)C1CCCCC1 (configuration not stated)	3.6	-1.9	/	11.3	-9.9	4.4	-1.2
C[C@H]1CN([C@@H](C)CO)C(=O)Cc2cc(NS(=O)(=O)c3cccs3)ccc2O[C@H]1CN(C)C(=O)Nc1ccc(C(F)(F)F)cc1	5.1	1.9	/	-7.9	49.1	-40.1	1.0
C=CCNC(=O)Nc1ccc(F)c(Cl)c1	/	-4.0	1.7	17.1	4.0	/	1.2
O=C1CC(c2ccc(S(=O)(=O)Nc3cc(C(F)(F)F)cc(C(F)(F)F)c3)cc2)CN1 (configuration not stated)	-8.3	/	2.6	7.6	/	17.4	/
O=C(CNC(=O)c1ccc(-c2ccccc2)cc1)Nc1ccc(S(=O)(=O)Nc2ncccn2)cc1	-3.1	-9.2	0.2	15.0	2.0	0.2	-0.2
CC(=O)Oc1cc2c(cc1OC(C)=O)C(=O)CCCC2	-7.4	-0.7	1.2	9.1	1.9	-7.6	8.5
CCC(Cc1ccccc1)NC(=O)/C=C/c1ccco1 (configuration not stated)	-6.5	1.2	-0.3	-10.2	-5.6	-0.5	11.8
CC(C)[C@H](NC(=O)[C@H]1N2C(=O)c3ccccc3C2SC1(C)C)C(=O)NCc1ccco1 (some centres not stated)	-7.1	1.2	-9.7	14.3	-5.6	2.6	3.6
CC1(C)CCN2CCC(C)(C)c3c(O)ccc1c32	-81.9	0.9	-10.2	8.3	-11.5	-148.6	0.4
Cc1noc(C)c1S(=O)(=O)Nc1ccc2c(c1)CC(=O)N([C@@H](C)CO)C[C@H](C)[C@@H](CN(C)S(=O)(=O)c1cn(C)cn1)O2	-3.6	4.8	/	-16.3	0.5	-55.3	/
Cc1cc(NC(=O)CSc2nccn2C)n(-c2ccccc2)n1	-8.7	0.6	-1.9	-16.4	-3.7	5.8	1.6
Cc1ccccc1C(=O)NCCNC(=O)c1ccccn1	-6.0	3.4	6.1	-1.8	-3.2	15.1	-0.6
O=C(NNC(=O)C1CC1)Nc1ccc(Cl)cc1	8.4	0.2	0.2	-5.9	0.6	-0.7	1.0
Cc1[nH]cnc1CSCc1ccc(Cl)cc1	/	-3.0	0.6	-6.7	0.7	/	17.0
Cc1nc2sc(C(c3ccc(Cl)cc3)N3CC(C)OC(C)C3)c(O)n2n1 (configuration not stated)	-0.3	/	13.7	/	/	20.8	/
